Screens: PubChem BioAssay, National Center for Advancing Translational Sciences (NCATS)
HCV inh: HCV inhibition; AID 651820; 340,000 compounds, 3.4% hits; Huh7.5.1 HCVcc-Cre infection, luciferase reporter, 44 h; Potency, µM (top dose mostly 41.8 µM), for inactives: top-dose activity change, negative = inhibition, hits mostly inhibitors
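Antiviral activity was scored by luciferase reporter output from cells infected with HCVcc-Cre (~0.5 moi) in presence of compound, 44 h infection period, cells seeded 1,000/well 4 h prior.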
Sm TGR inh: blocks Schistosoma mansoni thioredoxin glutathione reductase. Q962Y6. purified TGR, DTNB reduction, TNB absorbance 405 nm. Potency, µM (series often up to 114 µM), for inactives: at the top dose activity change, negative = inhibition, hits mostly inhibitors. 360,000 compounds, 3% hits. AID 485364; also: nearly all actives have a fitted effect of over 60% in size
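TGR 20 nM + NADPH 100 uM (dispensed conc.), cpd preinc 15 min RT; start with NADPH (500 uM addition) then DTNB (15 mM addition). Kinetic TNB absorbance, 405 nm filter. Four-parameter Hill fit across titration.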
Tb PYK inh: blocks Trypanosoma brucei pyruvate kinase; Q57TT1; TbPYK enzyme, Kinase-Glo Plus ATP luminescence, 45 min; Potency, µM (doses to about 76.8 µM), inactives show at the top dose activity, negative = inhibition, usual class: inhibitors; 410,000 compounds, 0.12% hits; also: nearly all actives have a fitted effect of over 50% in size
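In this concentration-response screen, enzyme-free wells defined baseline while DMSO plates tracked drift. Each reaction combined TbPYK, substrate, compound and 130 uM ADP for 45 min at room temperature. Kinase-Glo Plus luminescence gave the signal.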
Pf growth 96h: inhibits malaria parasite growth, 96 h. P. falciparum luciferase reporter growth, 96 h. Potency, µM (doses to about 28.7 µM), for the others: at the top dose activity change, negative = inhibition, actives largely listed as inhibitors. 320,000 compounds, 6.9% hits. AID 504834
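Erythrocytes infected with luciferase-expressing P. falciparum were dispensed at 2% hematocrit and 0.05% parasitemia (final), then incubated with compounds 96 hours at 37 C in 5% CO2. Luminescence after detection reagent addition reported growth.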
Pf growth 48h: inhibits P. falciparum growth in the first generation, 48 h; Potency, µM (series often up to 28.7 µM), without a hit: top-dose activity change, negative = inhibition, usual class: inhibitors; P. falciparum luciferase growth in erythrocytes, 48 h; 310,000 compounds, 5.9% hits; AID 504832
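In quantitative HTS format, infected erythrocytes bearing luciferase-reporter parasites were treated for a single generation at 37 C. Luminescence after adding detection reagent served as the growth measure.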
LmPK inh: inhibitors of Leishmania mexicana pyruvate kinase | purified LmPK, Kinase-Glo ATP luminescence, 1 h | Q27686 | AID 1721 | 290,000 compounds, 0.37% hits | Potency, µM (titrated, usually from 57.5 µM), inactives show at the highest dose activity change, negative = inhibition, hits mostly inhibitors
Target sequence (Q27686 whole entry, looked up): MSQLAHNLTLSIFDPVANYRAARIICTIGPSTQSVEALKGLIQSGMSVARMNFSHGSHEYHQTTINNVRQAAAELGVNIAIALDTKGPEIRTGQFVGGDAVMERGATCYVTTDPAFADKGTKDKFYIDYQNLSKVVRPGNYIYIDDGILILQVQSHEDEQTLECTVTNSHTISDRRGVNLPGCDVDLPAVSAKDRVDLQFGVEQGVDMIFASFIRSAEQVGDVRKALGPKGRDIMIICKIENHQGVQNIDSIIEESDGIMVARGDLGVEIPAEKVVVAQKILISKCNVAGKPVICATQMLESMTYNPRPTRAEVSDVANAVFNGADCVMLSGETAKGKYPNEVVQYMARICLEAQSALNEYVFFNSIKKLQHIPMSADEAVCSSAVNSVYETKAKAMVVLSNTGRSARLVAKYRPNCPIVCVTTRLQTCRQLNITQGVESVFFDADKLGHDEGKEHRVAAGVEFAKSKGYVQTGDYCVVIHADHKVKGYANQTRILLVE
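Screened at intermediate enzyme activity to detect both inhibitors and activators: LmPK at 0.1 nM, with a 0.5 nM enzyme column as activation reference. PEP 0.5 mM, ADP 0.1 mM; ATP detected by luminescence after 1 h.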
Starred values were filed as active, the others as inactive; ? = inconclusive; · = no result given; & = joins results of further samples; [ ] = dose if it differs, or a comment. Calls follow the shape of the dose curve; as a rule, active = well fitted curve in the direction sought with a large enough effect; inconclusive = small, poorly fitted or top-dose-only effect, or another doubt; inactive = no such curve, though single readings can be large; an effect the other way counts as inactive or inconclusive. % is scaled to controls: 0 for no effect and ±100 for the full control effect; potency is read from the fitted curve at half-maximal effect.

Sequence of screens – HCV inh	Sm TGR inh	Tb PYK inh	Pf growth 96h	Pf growth 48h	LmPK inh
#1 O=C(N/N=C/c1ccc2cccc(OCc3ccccc3)c2n1)c1ccc(Cl)cc1
  ?	-12%	-13%	2%	-19%	2%
#2 Cc1cnc(C(=O)OCC(=O)Nc2oc(-c3ccccc3)c(-c3ccccc3)c2C#N)cn1
  -28%	-24%	6%	3%	-5%	4%
#3 CCCC(=O)Nc1ccc(C(=O)Nc2nnc(COC)s2)cc1
  3%	11%	4%	-14%	5%	0%
#4 CCOC(=O)[C@H]1O[C@@H]1C(=O)N[C@@H](CC(C)C)C(=O)NCCC(C)C
  16%	?	3%	·	·	0%
#5 CC(=O)c1ccc(NC(=O)/C(=C\c2ccccc2)NC(=O)/C=C/c2ccccc2)cc1
  -22%	2%	-8%	8%	-11%	1%
#6 COC(=O)c1sccc1N/C=C(\C#N)S(=O)(=O)C(C)(C)C
  -6%	-8%	1%	1%	-10%	0%
#7 CC1(C)O[C@@H]2[C@H](O1)[C@@H](COS(=O)(=O)O)O[C@H]2n1ccc(=O)[nH]c1=O
  13%	-6%	0%	58%[activator]	27%	·
#8 Cc1cc(Br)ccc1OCCCCN1CCC(C)CC1
  13µM*	4%	1%	-21%	15µM*	1%
#9 O=C(Nc1ccccc1)N(C1=NCCC1)c1ccc(OC(F)F)cc1
  -24%	-25%	-9%	95%[activator]	10%	3%
#10 C(=NCCCN1CCOCC1)c1ccc2c(c1)OCO2
  26%	7%[11.4 µM]	-3%	267%[activator]	·	7%
#11 CCOC(=O)c1cc(NC(=O)CNCC(c2ccccc2)N(C)C)cc(C(=O)OCC)c1 (stereo unspecified)
  ?	-16%	4%	-35%	·	-3%
#12 Cn1c(CN2CCOCC2)nnc1SCc1ccc(C#N)cc1
  9%	·	5%	?	9%	-2%
#13 Cc1cc(C)c(NC(=O)CSc2nnc(CNC(=O)c3c(F)cccc3Cl)o2)c(C)c1
  7%	-5%	1%	?	4%	-10%
#14 O=C(OC1CCOC1=O)c1cc(-c2ccc(Cl)cc2)nc2ccccc12 (stereo unspecified)
  -1%	8%	0%	45%[activator]	5%	11%
#15 Cc1ccc(CNC(=O)N2CCN(C)CC2)cc1
  -2%	-4%	-6%	-5%	7%	0%
#16 CC(C)C(OC(=O)C1CCCO1)C(=O)NC1CCCC1 (stereo unspecified)
  ·	7%	1%	33%	-4%	-3%
#17 CN1CCN(CC(=O)Nc2cccc(S(=O)(=O)N(C)c3ccccc3)c2)CC1
  21%	-1%	-7%	44%[activator]	17%	·
#18 CCCCOC(=O)C1[C@H]2C(=O)N(CCc3ccccc3)C[C@]23C=C[C@H]1O3 (stereo partly specified)
  -1%	?	1%	·	?	-3%
#19 CCN(CC)CCN(C)C(=O)c1ccc(OC2CCN(C(=O)C3CC3)CC2)cc1
  9%	14%[57.1 µM]	0%	?	0%	2%
#20 CCOc1ccc(N2C(=O)/C(=C/c3ccccn3)SC2=S)cc1
  4%	9%	0%	16%	31%[activator]	4%
#21 CC1(C)Cc2c(sc(NC(=O)C(=O)NCC3CCCO3)c2C(N)=O)CO1 (stereo unspecified)
  9%	-9%	-2%	?	-24%	2%
#22 Cc1cc(C(=O)OCC(=O)Nc2ccc(F)cc2F)c(C)n1C1CC1
  -19%	-11%	4%	60%[activator]	?	·
#23 O=C1C(C=Nc2ccc(F)cc2)=C(O)c2ccccc21
  3%	4%	-10%	?	90%[activator]	?
#24 CCc1cc2c(-c3ccccc3)cc(=O)oc2cc1OC(C)C(=O)O (stereo unspecified)
  11%	-14%	1%	?	25%	0%
#25 COc1ccc(OC)c(/C=N/NC(=O)CCc2c(C)n[nH]c2C)c1
  4%	9%	-2%	58%[activator]	6%	0%
#26 CCc1nnc(NC(=O)CSc2nnc(C)n2-c2ccc(C)cc2)s1
  0%	-4%	5%	·	-6%	9%
#27 CN(C)CCNC(=O)C(=O)NCC1OCCN1S(=O)(=O)c1ccc([N+](=O)[O-])cc1 (stereo unspecified)
  20%	-6%	-3%	17%	27%	1%
#28 O=C(OCn1ncc(Br)c(Br)c1=O)c1ccc(F)cc1
  ?	2µM*	-1%	?	·	1%
#29 Cn1c2c(c(=O)n3ncnc13)CCCC2
  12%	0%	5%	17%	-3%	0%
#30 COc1ccc(-n2nc3c(N4CCC(C(=O)NCc5cccc(C)c5)CC4)nnc(C)c3c2C)cc1
  ?	-10%	1%	?	?	0%
#31 Cc1ccc(/C=C(/C#N)C(=O)NC(=O)Oc2ccccc2)cc1
  18%	1%	-5%	·	14%	0%
#32 C=CCn1c(O)c(C(CC)=NCCc2ccccc2)c(=O)[nH]c1=O
  10%	89µM*	·	?	·	3%
#33 COc1ccc(-c2csc3nc(-c4ccccc4)oc(=O)c23)cc1OC
  ?	7%[57.1 µM]	10%&3%	?	23%	-6%
#34 CC1CCCCN1CCNC(=O)c1ccc2c(c1)N(Cc1ccccc1)C(=O)c1ccccc1S2(=O)=O (stereo unspecified)
  ?	-14%	-7%	?	5.2µM*	-1%
#35 COc1ccc(C2CC(c3cccs3)=NN2C(=O)COC(=O)c2cncc(Br)c2)cc1OC (stereo unspecified)
  -24%	-1%	-3%	?	?	10%
#36 Cc1cc(/C=N/NC(=O)c2cccc([N+](=O)[O-])c2)c(C)n1-c1ccc(Cl)cc1Cl
  ?	-5%	0%	?	?	2%
#37 O=C(COC(=O)c1ccc(S(=O)(=O)N2CCCC2)cc1)Nc1ccc(F)cc1F
  -1%	-7%	2%	16%	3%	0%
#38 CN(C)C(CNC(=O)c1cc(S(=O)(=O)N(C)c2ccccc2)ccc1Cl)c1cccs1 (stereo unspecified)
  ?	-13%	5%	?	?	-5%
#39 COc1cccc(-c2nc(CS(=O)(=O)CC(=O)N3CCN(C4CCCCC4)CC3)c(C)o2)c1
  ?	-28%	0%	5%	?	-1%
#40 CCc1ccc(Nc2nnc(SCC(=O)Nc3ccc(C(=O)O)cc3)s2)cc1
  20%	0%	5%	196%[activator]	4.7µM*	-19%
#41 OC1(CN2CCOCC2)C2CC3CC(C2)CC1C3 (stereo unspecified)
  18%	1%	2%	23%	5%	2%
#42 CN(CCc1ccccn1)C(=S)Nc1ccc(Cl)c(Cl)c1
  -25%	8%	-1%	37%[activator]	6%	-3%
#43 Cn1nnnc1SCC1=C(C(=O)O)N2C(=O)[C@@H](NC(=O)[C@H](O)c3ccccc3)[C@H]2SC1
  -35%	-16%	0%	37%[activator]	15%	25%
#44 CN(CCN1CCc2ccccc2C1)Cc1nc(Cc2ccccc2F)no1
  -8%	-19%	-1%	10µM*	?	11%
#45 O=C(NC(=S)Nc1nc2c(ccc3ccccc32)s1)c1cccs1
  -25%	-25%	-3%	28%	18%	-3%
#46 Cc1ccc(NS(=O)(=O)c2cc(C(=O)N3CCOCC3)ccc2C)cc1
  9%	-4%	-3%	25%	6%	-1%
#47 COc1ccc(NC(=O)CN(C)C(=O)COc2ccccc2Cc2ccccc2)cc1
  ?	1%	3%	?	9.3µM*	·
#48 COC(=O)c1cc(OC)c(OC)cc1-n1cnc2cc(OC)c(OC)cc2c1=O
  20%	2%	-1%	4%	9%	-3%
#49 Cn1nc([N+](=O)[O-])nc1N1CCN(c2ccc(F)cc2)CC1
  17%	12%	-1%	·	16%	-5%
#50 CCOc1cc(S(=O)(=O)Nc2ccc(Cl)cn2)ccc1F
  7%	-5%	-15%	-21%	-4%	18%

Further results follow.
Sequence of screens – HCV inh	Sm TGR inh	Tb PYK inh	Pf growth 96h	Pf growth 48h	LmPK inh
#51 Cc1nc2[nH]c(=S)n(C)c(=O)c2nc1C
  23%	-10%	-3%	?	6%	-3%
#52 COc1ccc(NC(=O)CSc2ccc(-c3ccco3)nn2)c(OC)c1
  -23%	20µM*	-3%	15µM*	-15%	-1%
#53 COc1ccc(OCC#CCN2CCNCC2)cc1
  0%	-26%	-3%	1.9µM*	16%	-3%
#54 CN(C)c1cccc(C(=O)OCC(=O)Nc2nccs2)c1
  11%	-3%	9%	54%[activator]	27%	-2%
#55 Cc1ccc(C(O)P(=O)(OC(C)C)c2ccc(N(C)C)cc2)cc1 (stereo unspecified)
  14%	-2%	-7%	-1%	-2%	-2%
#56 CCn1ncc(Br)c1C(=O)Nc1cc(C(=O)OC)ccc1C(=O)OC
  -1%	-7%	10%	?	35%[activator]	-1%
#57 CC(NC(=O)N1CCOCC1)c1ccccc1 (stereo unspecified)
  12%	-14%	0%	-2%	19%	-2%
#58 CCOC(=O)COc1ccc2c(c1)C(=O)CC(C)(c1cccnc1)O2 (stereo unspecified)
  22%	0%	-10%	2.1µM*	52%[activator]	-4%
#59 Cc1cc(C)nc(SCC(=O)Nc2cccc(S(=O)(=O)N(C)C)c2)n1
  -14%	-11%	-3%	?	-21%	9%
#60 O=C(NCCN1CCN(C(=O)Nc2ccccc2)CC1)Nc1ccccc1
  -2%	0%	0%	5.2µM*	·	5%
#61 CC(C)CC(=O)Nc1nnc(S(=O)(=O)N(C)Cc2ccco2)s1
  10%	8.9µM*	0%	2%	-4%	-4%
#62 O=C1CC(N2CCN(c3ccc(C(=O)c4ccc(F)cc4)cc3)CC2)C(=O)N1 (stereo unspecified)
  7%	-3%	0%	·	31%[activator]	-2%
#63 CSc1ccccc1NC(=O)C1=CC(c2ccc(C)cc2)=NS(=O)(=O)N1C
  -10%	13%	-10%	19%	3%	-2%
#64 Cc1ccccc1NC(=O)/C(=C/c1ccccc1)c1ccccc1
  ?	12%	6%	-2%	?	-4%
#65 O=C(Nc1ccc(-n2ccnc2P(=O)(O)c2ccccc2)cc1)c1ccccc1Cl
  2%	-17%	4%	·	3%	-1%
#66 COc1ccc(NC(=S)N2CCC(N(C)CCN3CCOCC3)CC2)cc1
  -7%	-9%	-9%	-8%	7%	3%
#67 COc1cccc(CC2(CO)CCN(Cc3cnc(-c4cccc(C)c4)nc3)CC2)c1
  ?	8%	-1%	?	?	5%

A draw from above in order of count of non-hydrogen atoms, ascending.
Sequence of screens – HCV inh	Sm TGR inh	Tb PYK inh	Pf growth 96h	Pf growth 48h	LmPK inh
#61 CC(C)CC(=O)Nc1nnc(S(=O)(=O)N(C)Cc2ccco2)s1
  10%	8.9µM*	0%	2%	-4%	-4%
#64 Cc1ccccc1NC(=O)/C(=C/c1ccccc1)c1ccccc1
  ?	12%	6%	-2%	?	-4%
#59 Cc1cc(C)nc(SCC(=O)Nc2cccc(S(=O)(=O)N(C)C)c2)n1
  -14%	-11%	-3%	?	-21%	9%
#66 COc1ccc(NC(=S)N2CCC(N(C)CCN3CCOCC3)CC2)cc1
  -7%	-9%	-9%	-8%	7%	3%
#62 O=C1CC(N2CCN(c3ccc(C(=O)c4ccc(F)cc4)cc3)CC2)C(=O)N1 (stereo unspecified)
  7%	-3%	0%	·	31%[activator]	-2%
#65 O=C(Nc1ccc(-n2ccnc2P(=O)(O)c2ccccc2)cc1)c1ccccc1Cl
  2%	-17%	4%	·	3%	-1%

A second format for part of the listing above:
62: O=C1CC(N2CCN(c3ccc(C(=O)c4ccc(F)cc4)cc3)CC2)C(=O)N1 (stereo unspecified)
67: COc1cccc(CC2(CO)CCN(Cc3cnc(-c4cccc(C)c4)nc3)CC2)c1
assay / compound,62,67
HCV inh,7%,?
Sm TGR inh,-3%,8%
Tb PYK inh,0%,-1%
Pf growth 96h,·,?
Pf growth 48h,31%[activator],?
LmPK inh,-2%,5%
